From PubChem
TTR transcr act: activators of transthyretin transcription. SH-SY5Y TTR promoter Gaussia luciferase, luminescence; 100% = recombinant luciferase protein wells. activation, % at 16.7 µM. 1.3% of 92,000 active. AID 1117267;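 active = activation above the mean of all tested compounds plus 3 SD, cut at about 9.5% in these data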;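 also: cells exposed to compounds for one day before reading; 0% = median of all test compound wells on the plate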
Numbers without * were called inactive. These rows are one share of the data, so the mix of outcomes need not match the whole.

SMILES	TTR transcr act
COc1cccc(-n2c(N)c(C(=O)Nc3c(C)n(C)n(-c4ccccc4)c3=O)c3nc4ccccc4nc32)c1	-2.6
Cc1ccc(N=c2c([N+](=O)[O-])nn(-c3ccc(Cl)cc3)n2O)cc1C	1.0
N#Cc1ccc(-c2csc(NNC(=O)c3ccc(Br)cc3)n2)cc1	-4.8
O=C(Cn1cc([N+](=O)[O-])cn1)NCc1ccco1	1.5
CCN(CC)c1ccc(C(=O)NNC(=O)CCl)cc1	0.1
COc1cccc(N2CCN(C(=O)Nc3ccccc3Cl)CC2)c1	0.6
O=[N+]([O-])c1ccccc1-c1ccc(C(=S)N2CCN(c3ccccc3)CC2)o1	0.2
O=C(Nc1ccc(Cl)cc1)Nc1ccc(S(=O)(=O)Nc2ncccn2)cc1	-1.1
CN1CCN(Cc2coc3c(Cl)cc(Cl)cc3c2=O)CC1	0.7
Cc1ccc(OCCn2ccc(=O)[nH]c2=O)cc1C	1.2
O=C(Nc1ccc(Cl)c(Cl)c1)c1cccnc1	-1.9
Cn1c(=S)c2[nH]c(SCCN3CCCC3)nc2n(C)c1=O	0.8
Cc1ccc2c(CN3CCN(c4ccccc4)CC3)cc(=O)oc2c1	0.5
COc1cccc(C2CC(=O)Nc3c2c(=O)[nH]c2ncnn32)c1 (stereo not drawn)	-0.7
CCOC(=O)/C(C#N)=C\c1cc(OC)c(OC)cc1[N+](=O)[O-]	-0.3
COc1ccc(OC)c(C2NC(=O)NC(C)=C2C(=O)OCc2ccccc2)c1 (stereo not drawn)	-0.5
CC1CCCC(C)N1C(=O)COC(=O)c1ccc[nH]c1=O (stereo not drawn)	-2.1
CC(C)Oc1ccc(CCN=C(N)N=C(N)N)cc1Cl	-0.5
O=C1c2ccccc2C(=O)N1/N=C/c1ccc(Oc2ccc([N+](=O)[O-])cn2)cc1	1.2
O=S(=O)(c1cccc(-c2n[nH]c(=S)n2C2CCCC2)c1)N1CCOCC1	1.1
C[n+]1ccccc1/C=C/c1c(F)cccc1F	-0.7
COc1ccc(C)cc1NC(=O)NCc1ccco1	-0.8
Cc1ccc(S(=O)(=O)N2CCC(=O)CC2c2ccccc2)cc1 (stereo not drawn)	1.0
COc1ccccc1CN1CCNC(=O)C1CC(=O)NCc1cn(C)nc1C (stereo not drawn)	-2.0
Cc1[nH]c2ccccc2c1N=Nc1cc(C(=O)O)cc(C(=O)O)c1	3.3

Rewritten with values ahead of the structure: 15 of the compounds above
TTR transcr act	SMILES
-2.6	COc1cccc(-n2c(N)c(C(=O)Nc3c(C)n(C)n(-c4ccccc4)c3=O)c3nc4ccccc4nc32)c1
1.0	Cc1ccc(N=c2c([N+](=O)[O-])nn(-c3ccc(Cl)cc3)n2O)cc1C
-4.8	N#Cc1ccc(-c2csc(NNC(=O)c3ccc(Br)cc3)n2)cc1
1.5	O=C(Cn1cc([N+](=O)[O-])cn1)NCc1ccco1
0.1	CCN(CC)c1ccc(C(=O)NNC(=O)CCl)cc1
0.6	COc1cccc(N2CCN(C(=O)Nc3ccccc3Cl)CC2)c1
0.2	O=[N+]([O-])c1ccccc1-c1ccc(C(=S)N2CCN(c3ccccc3)CC2)o1
-1.1	O=C(Nc1ccc(Cl)cc1)Nc1ccc(S(=O)(=O)Nc2ncccn2)cc1
0.7	CN1CCN(Cc2coc3c(Cl)cc(Cl)cc3c2=O)CC1
1.2	Cc1ccc(OCCn2ccc(=O)[nH]c2=O)cc1C
-1.9	O=C(Nc1ccc(Cl)c(Cl)c1)c1cccnc1
0.8	Cn1c(=S)c2[nH]c(SCCN3CCCC3)nc2n(C)c1=O
0.5	Cc1ccc2c(CN3CCN(c4ccccc4)CC3)cc(=O)oc2c1
-0.7	COc1cccc(C2CC(=O)Nc3c2c(=O)[nH]c2ncnn32)c1 (stereo not drawn)
-0.3	CCOC(=O)/C(C#N)=C\c1cc(OC)c(OC)cc1[N+](=O)[O-]

More entries follow:
SMILES	TTR transcr act
CCCSc1nnc(NC(=O)Nc2ccccc2OC)s1	-1.3
COc1ccc(CC(=O)Oc2ccccc2C)cc1	0.4
COc1cc2c(cc1OC)[C@@H]1Cc3cc4c(cc3[C@H](C2)N1C)OCO4	-0.4
COc1cc(CN=Cc2c(O)n(Cc3ccccc3)c(=S)[nH]c2=O)cc(OC)c1	-2.4
CCOc1ccc(NC(=O)[C@H](C)NC(=O)C2CC(=O)N(c3ccc(OC)cc3)C2)cc1 (stereo partly drawn)	3.1
CC(NC(=O)CN(C1CCCCC1)S(C)(=O)=O)c1ccccc1 (stereo not drawn)	2.7
O=C(/C=C/c1cn(CC(O)CN2CCCCCC2)c2ccccc12)c1cccs1 (stereo not drawn)	-0.9
CCSc1nc2nccnc2c(=O)[nH]1	0.8
CCCn1c2ccc(F)cc2c2nnc(NN)nc21	-0.1
N/C(=N\OC(=O)CCc1ccccc1)c1cccnc1	-0.9
Cc1ccc2cc(CCNC(=O)C(=O)c3c(C)[nH]c4ccccc34)c(=O)[nH]c2c1	3.3
Cc1cc(NC(=O)CSCc2nc(-c3cccc(Cl)c3)oc2C)no1	1.5
CC1CC(C)CN(C(=O)c2cccc3c2-c2ccccc2C3=O)C1 (stereo not drawn)	-0.8
CN(C(=S)Nc1ccc(F)cc1)C1(c2ccccc2Cl)CCCCC1=O (stereo not drawn)	3.3
CCCC1CCC2(CC1)CCC2OC(=S)NCCc1ccc(Cl)cc1 (stereo not drawn)	-1.7
COc1ccc(CCN2CC(C(=O)NC3CCCCC3)CC2=O)cc1OC (stereo not drawn)	-0.6
Cc1cc(=O)[nH]c(N/N=C/c2cccc([N+](=O)[O-])c2)n1	2.8
CN(C)C(CNC(=O)c1cccnc1Sc1ccccc1)c1ccco1 (stereo not drawn)	-1.4
CCN(CC)S(=O)(=O)c1ccc(C)c(NC(=S)N2CCN(C/C=C/c3ccccc3)CC2)c1	-0.4
CCC(C)NC(=O)Cn1c(=O)n(CCCCC(=O)NCc2ccco2)c(=O)c2ccccc21 (stereo not drawn)	-0.1
CCONC(=NC)c1nonc1N	-0.9
CCOC(=O)C1CCCN(CCC(=O)Nc2ccc(Br)cc2)C1 (stereo not drawn)	1.2
CCOCCCn1c(=N)c(C(=O)NCc2ccc3c(c2)OCO3)cc2c(=O)n3ccccc3nc21	2.5
COC(=O)[C@H](Cc1c[nH]c2ccccc12)NCc1cccc(B(O)O)c1	5.9
CC(C)NCCOCCOc1ccccc1F	11.1*

Reprinted at random: 2 compounds from above, in no set order.
SMILES	TTR transcr act
O=C(Nc1ccc(Cl)cc1)Nc1ccc(S(=O)(=O)Nc2ncccn2)cc1	-1.1
COc1cc(CN=Cc2c(O)n(Cc3ccccc3)c(=S)[nH]c2=O)cc(OC)c1	-2.4

Additional structures.
SMILES	TTR transcr act
Cc1cccc(-c2csc(NC(=O)c3cnccn3)c2C(=O)OC(C)C)c1	-0.3
O=C(Cn1nc(-c2cccc(Cl)c2)ccc1=O)Nc1ccccc1Br	1.0
c1ccc2c(c1)nnn2-c1ncnc2sc3c(c12)CCCC3	1.8
C#CCN1C=CC(=O)[C@@H](OC(=O)Nc2ccc(OC)cc2)[C@H]1c1ccccc1Br	-1.8
CCCc1nc2ccccc2n1C(C(=O)NC(C)(C)C)C1CC1 (stereo not drawn)	0.1
c1ccc(COc2ccc(OCCCn3cncn3)cc2)cc1	0.5
O=C(O)c1cccc(OCc2ccccc2Cl)c1	0.6
O=C(CN1C(=O)NC2NC(=O)NC21)N/N=C/c1ccccc1O (stereo not drawn)	0.5
COc1cccc(NC(=O)C2CCC(CNC(=O)[C@@H]3Cc4ccccc4CN3)CC2)c1 (stereo partly drawn)	-2.1
O=C(Nc1ncc(Cc2ccccc2)s1)C1CCCO1 (stereo not drawn)	-1.4
CC1(C(=O)Nc2ccc3c(c2)OCO3)Cc2c(-c3cccc(C(N)=O)c3)ccnc2O1 (stereo not drawn)	-0.5
CCCC1NC(=O)NC(C)=C1C(=O)OCC (stereo not drawn)	6.5
CCC(C)(C)n1nnnc1C(c1cc2ccc(C)cc2[nH]c1=O)N(Cc1cccnc1)Cc1ccco1 (stereo not drawn)	3.3
Cc1cccc(COC[C@H](CC(C)C)N2CCN(C(=O)c3ccc(C(F)(F)F)cc3)CCC2=O)c1	-1.4
N#Cc1c(C#N)c(-c2ccccc2)n(-c2ccccc2)c1N	-6.5
CCOC(=O)Cn1c(=O)oc2cc(S(=O)(=O)NCCc3ccc(C)cc3)ccc21	-0.5
CN1C(=O)/C(=C\c2cc(N=Nc3ccccc3)ccc2O)SC1=S	1.1
CCOc1ccccc1NC(=O)C(OC(=O)c1ccccc1)c1ccccc1 (stereo not drawn)	6.9
Nc1c(C(=O)N2CCOCC2)cnn1Cc1ccccc1	0.4
NC(Cc1ccc(F)cc1)c1csc(Nc2cc(NCc3ccco3)ncn2)n1 (stereo not drawn)	0.2
COc1ccc(/C=N/NC(=O)CN(C)S(=O)(=O)c2ccc(NC(C)=O)cc2)cc1	-1.0
COc1ccc(NS(=O)(=O)c2ccc(F)cc2F)cn1	2.6
Cc1nc(Oc2cccc(Cl)c2)c2oc3ccccc3c2n1	-2.1
CCCC(O)(CCC)C(=O)NNc1ccc(C)cc1	0.3
COc1ccc(C2/C=C\CN(S(=O)(=O)c3ccc4ccccc4c3)CC(=O)N2Cc2ccc(F)cc2)cc1 (stereo not drawn)	-0.8
(further entries)
SMILES	TTR transcr act
CSc1nnc(-c2ccncc2)n1/N=C/c1cn(-c2ccccc2)nc1-c1ccc(Cl)cc1	-1.3
COc1ccccc1N1C(=O)C(=O)N(C)C1=O	0.8
CN(C)S(=O)(=O)Oc1ccc(C(=O)Nc2cccc(Cl)c2)cc1	-2.0
CCOC(=O)[C@H]1[C@H]2COc3ccc(C)cc3[C@@H]2N2C(=O)CN(Cc3ccc(Cl)cc3)C(=O)[C@@]12C	5.2
COc1ccc(C(=O)NC(=S)Nc2cc3oc4ccccc4c3cc2OC)cc1	2.5
O=C(NC1CCCC1)C(=O)N(c1ccccc1F)C(C(=O)NCC1CCCO1)c1cccs1 (stereo not drawn)	-1.2
CCc1ccc(-c2nc(CN3CCCC(C(=O)O)C3)c(C)o2)cc1 (stereo not drawn)	0.9
C=CCn1c(SCc2c(C)noc2C)nc2ccccc2c1=O	1.0
C=C1C(=O)OC2CC1C(O)CC(C)=CCCC(C)=CC(O)CC2C (stereo not drawn)	-6.2
CCN1C(=O)[C@H]2[C@@H](c3ccc(OC)cc3)N3C(=O)CN(Cc4ccccc4)C(=O)[C@@]3(Cc3ccccc3)[C@H]2C1=O	5.4
COc1cccc(CN(C)C(=O)c2cccc(OC3CCN(C4CCCC4)CC3)c2)c1	-0.1
C[C@H](CO)N1C[C@H](C)[C@@H](CN(C)C(=O)NC2CCCCC2)Oc2c(NC(=O)Cc3ccccc3)cccc2C1=O	5.2
O=C(Nc1nnc(Cc2c[nH]c3ccccc23)s1)c1ccc(Cl)cc1Cl	1.8
COc1ccc(Oc2ncccc2NC(=O)c2cccc(C)c2C)cc1	-1.1
Cc1ccc(C(=O)CSc2nnc(CNc3ccc(F)cc3)o2)cc1	-0.7
COC(=O)[C@@H]1C[C@@]2(O)[C@H](O)[C@H](O)[C@H](O)C[C@H]2N1Cc1ccccc1OS(=O)(=O)c1ccc(C)cc1	-2.1
CC(=O)N1CCN(C(=O)c2cccc(S(=O)(=O)Nc3ccc(C)cc3)c2)CC1	-0.9
CC1CC(C)CN(CCCNC(=O)c2nn(C)c3c2CS(=O)(=O)c2ccccc2-3)C1 (stereo not drawn)	0.3
CNc1nc(N)c([N+](=O)[O-])c(Nc2cccc(Cl)c2)n1	-0.7
CC(C)CC(=O)NN(C)c1nc(-c2ccccc2)nnc1C(F)(F)F	0.0
O=C(O)c1occc1CSc1ccccc1	0.6
CCCCCC(C)NC(=O)c1ccoc1C (stereo not drawn)	-0.8
FC(F)(F)c1cccc(OCCN2CCN(Cc3ccccc3)CC2)c1	4.2
O=C(COC(=O)CCCSc1nc2ccccc2[nH]1)NC(=O)NC1CCCC1	5.4
O=c1c2ccccc2nnn1CSc1ncnc2ccccc12	8.0
Additional results follow:
SMILES	TTR transcr act
CCc1nn(C(C)C(=O)NCCc2ccccc2)c(=O)c2cc3occc3n12 (stereo not drawn)	2.1
CC(=O)c1ccc(N2CCN(Cc3nc4ccccc4[nH]3)CC2)cc1	-0.7
Cc1cc(C(c2cc(C)c(N)c(C)c2)c2ccco2)cc(C)c1N	-0.5
N#Cc1ccc(-c2ccccc2)nc1Sc1ccc(F)cc1	3.8
Cc1ccc(-c2cc(-c3ccco3)c(C#N)c(=O)[nH]2)cc1	0.2
COc1ccc(Cc2c(C)nc(N)nc2Cl)cc1	7.2
CC(C)(C)N1CC(c2nc3ccccc3n2Cc2ccc(Cl)cc2)CC1=O (stereo not drawn)	-0.4
COc1cc(/C=C/c2ccc(/C=C/c3cc(OC)c(OC)c(OC)c3)cc2)cc(OC)c1OC	-0.2
CCCCN1CC(=O)N2[C@H]3c4ccccc4OC[C@@H]3[C@H](c3ccccc3)[C@]2(C)C1=O	-0.6
CCOC(=O)c1nc2c(=O)n(C)c(=O)n(C)c2n(C)c1=O	0.3
O=C(N/N=C\c1ccc(O)c([N+](=O)[O-])c1)C1COc2ccccc2O1 (stereo not drawn)	-1.2
CCOC(=O)N1CCN(C(=O)COc2ccc(Cl)cc2)CC1	5.2
CCCCNC(=O)C[C@@H]1C[C@@]2(C(=O)OC)CC(C)(C)CC=C2N(Cc2ccco2)C1=O	-0.6
CC(C)C[C@@H](CO)N1CCN(CCCc2ccccc2)CCC1=O	-1.5
CC(=O)n1nc(-c2ccc(Cl)cc2)nc1NCc1ccco1	-1.1
Cc1ccc(C(=O)C(C)OC(=O)c2cc3cc([N+](=O)[O-])ccc3oc2=O)cc1 (stereo not drawn)	-0.7
Cc1ccccc1C(=O)N1CCc2ccccc2C1	4.0
COc1ccccc1CNC(=O)C(=O)c1cn(CC(=O)N2CCOCC2)c2ccccc12	3.5
CCCCn1c(O)c(N=NC(=O)c2ccncc2)c2cc(Br)ccc21	-0.1
CCCCCCOC(=O)C(C#N)c1nc2ccccc2nc1N1CCN(CC)CC1 (stereo not drawn)	-0.3
CCCN1C2CCCC1CC(NC(=O)c1ccccc1OC)C2 (stereo not drawn)	1.6
CC1(Cc2cc(Cl)ccc2C(F)(F)F)C(=O)Nc2ccc(S(=O)(=O)NC3CCCCC3)cc21 (stereo not drawn)	-2.0
